AHR act: activators of human aryl hydrocarbon receptor; activation, % at 5 µM; hit rate 2.5% among 320,000; AHR-responsive luciferase reporter cells, luminescence; AID 2796; P35869; in the data active = activation above about 47%;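 note: 0% = vehicle wells and 100% = reference agonist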
Target sequence (P35869 whole entry, looked up): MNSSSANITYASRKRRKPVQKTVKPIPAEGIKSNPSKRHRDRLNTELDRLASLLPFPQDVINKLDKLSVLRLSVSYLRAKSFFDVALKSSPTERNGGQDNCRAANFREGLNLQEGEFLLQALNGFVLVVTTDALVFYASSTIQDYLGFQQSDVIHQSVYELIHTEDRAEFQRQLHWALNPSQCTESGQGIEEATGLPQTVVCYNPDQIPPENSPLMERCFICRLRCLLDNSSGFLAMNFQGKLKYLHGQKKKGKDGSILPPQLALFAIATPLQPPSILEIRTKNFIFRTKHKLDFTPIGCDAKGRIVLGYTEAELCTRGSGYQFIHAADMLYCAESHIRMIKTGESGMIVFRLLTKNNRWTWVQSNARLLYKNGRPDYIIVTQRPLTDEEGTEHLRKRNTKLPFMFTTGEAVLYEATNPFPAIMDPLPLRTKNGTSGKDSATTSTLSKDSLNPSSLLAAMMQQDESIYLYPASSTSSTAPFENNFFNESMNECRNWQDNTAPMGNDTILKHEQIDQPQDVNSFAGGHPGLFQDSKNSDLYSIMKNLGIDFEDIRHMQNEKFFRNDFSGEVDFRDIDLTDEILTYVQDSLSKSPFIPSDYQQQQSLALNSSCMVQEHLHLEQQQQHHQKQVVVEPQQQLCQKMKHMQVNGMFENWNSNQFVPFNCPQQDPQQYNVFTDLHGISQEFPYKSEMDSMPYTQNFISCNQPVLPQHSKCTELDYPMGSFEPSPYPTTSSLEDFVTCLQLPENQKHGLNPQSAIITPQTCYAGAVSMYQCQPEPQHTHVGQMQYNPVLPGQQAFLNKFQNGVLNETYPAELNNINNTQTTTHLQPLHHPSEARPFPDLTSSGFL
PME-1 inh: blocks human protein phosphatase methylesterase 1; recombinant PME-1, FP-Rh probe fluorescence polarization; hit rate 0.53% among 320,000; Q9Y570; inhibition, % at 5.9 µM; AID 2130;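 active = inhibition above the campaign mean of all compounds plus 3 SD, cut at about 26% in these data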;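 note: competitive labeling of PME-1 active site by serine hydrolase directed probe; 0% = PME-1 with DMSO and 100% = wells lacking PME-1 enzyme; inhibitors block probe labeling so polarization falls and inhibition rises; many of its hits are not listed in these tables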
MEX-5 binding: C. elegans MEX-5 TCR-2 RNA binding activity. activity score (negative = inhibition of binding), % at 10 µM. MEX-5/FITC-TCR2 RNA binding, fluorescence polarization; hits give low values. hit rate 0.38% among 300,000;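 active = inhibition past about -25% in most replicates, and total fluorescence under double the plate's negative control median, limit read from the data; inconclusive = replicates evenly split on the limit, or fluorescence at least double controls; inactive = too little inhibition in most replicates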;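 note: 0% = DMSO and -100% = 5 µM competing unlabeled TCR2 RNA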
PAFAH1B2 inh: inhibitors of human PAFAH1B2 | recombinant PAFAH1B2, FP-rhodamine activity probe, fluorescence polarization | inhibition, % at 3.39 µM | hit rate 1.2% among 340,000 | AID 492953;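 active = inhibition above the mean of all tested compounds plus 3 SD, cut at about 24% in these data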;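 note: 0% = enzyme with DMSO and 100% = wells lacking PAFAH1B2; many of its hits are not listed in these tables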
Target sequence (P68402 whole entry, looked up): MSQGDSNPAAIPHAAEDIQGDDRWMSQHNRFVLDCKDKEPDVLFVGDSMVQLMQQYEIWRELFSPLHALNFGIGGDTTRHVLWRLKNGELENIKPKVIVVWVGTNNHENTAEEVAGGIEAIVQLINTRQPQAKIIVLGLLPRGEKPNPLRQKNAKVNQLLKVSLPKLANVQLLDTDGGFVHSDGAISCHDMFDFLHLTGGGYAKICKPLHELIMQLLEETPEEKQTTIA
MCL1 BIM primary: MCL1-BIM-BH3 interaction inhibition (human); Q07820; GST-MCL1 / FITC-Bim-BH3 fluorescence polarization; inhibition, % at 10.9 µM; hit rate 0.68% among 320,000; AID 2057;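 active = inhibition above the mean inhibition of all tested compounds plus 3 SD, set per campaign, cut at about 40% in these data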;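 note: 0% = DMSO wells and 100% = unlabeled Bim-BH3 peptide control; higher means more loss of mP so more displacement of Bim peptide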
BCLXL inh: blocks human Bcl-xL binding to Bim BH3 peptide; Q07817; GST-Bcl-xL / FITC-Bim BH3 peptide fluorescence polarization; inhibition, % at 10.9 µM; hit rate 0.7% among 320,000;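 active = inhibition above the mean of all tested compounds plus 3 SD, cutoff set per campaign, cut at about 30% in these data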;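 note: 0% = DMSO wells and 100% = unlabeled Bim-BH3 peptide competitor; inhibitors lower millipolarization by displacing the labeled peptide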
pPAFAH inh: pPAFAH (human) enzyme inhibition; AID 463082; recombinant pPAFAH, FP-rhodamine probe fluorescence polarization; inhibition, % at 3.39 µM; hit rate 1.5% among 330,000; Q13093;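 active = inhibition above the mean inhibition across the screen plus 3 SD, cut at about 25% in these data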;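 note: inhibitors block binding of the rhodamine activity-based probe so polarization drops; 0% = enzyme with DMSO and 100% = wells lacking pPAFAH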
Fam108B inh: counter-screen for RBBP9 inhibitors: inhibitors of mouse Fam108B; recombinant Fam108B, FP-Rh probe fluorescence polarization; inhibition, % at 9.51 µM; hit rate 0.33% among 300,000; AID 1947;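 active = inhibition above the screen mean inhibition plus 3 SD, computed separately per campaign, cut at about 18% in these data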;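 note: inhibitors lower polarization as less probe binds the enzyme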
GLD-1 TGE inh: GLD-1-TGE RNA interaction inhibition (C. elegans); inhibition, % at 5.96 µM; purified GLD-1 + fluorescein TGE RNA, fluorescence polarization; AID 2280; Q17339; hit rate 0.44% among 320,000;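 active = percent inhibition above a per-plate cutoff, the plate mean of test compounds plus 3 SD, cut at about 30% in these data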;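 note: 0% = DMSO wells with GLD-1 and probe and 100% = wells lacking GLD-1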
Starred values were filed as active, the others as inactive; ? = inconclusive; . = not tested or not shown.

SMILES	AHR act	PME-1 inh	MEX-5 binding	PAFAH1B2 inh	MCL1 BIM primary	BCLXL inh	pPAFAH inh	Fam108B inh	GLD-1 TGE inh
COc1ccc(N2CCN(S(=O)(=O)c3c(C)nc4scc(C)n4c3=O)CC2)cc1	3	4	-4.1	1	0	5	-2	2	-16
CC12CNCC(C)(CN(C(c3ccccc3)c3ccccc3)C1)C2	-3	-7	5.0	1	9	7	-2	6	0
CCOc1ccc(N2C(=O)CC(Sc3nccc(C)n3)C2=O)cc1 (stereo unspecified)	2	-3	1.5	2	9	11	4	-3	-1
CCN1CCN(CCC(=O)Nc2ccccc2OC)CC1	3	-2	-2.0	3	11	5	2	-2	7
COc1ccc(C(=O)Sc2ccc(C)cc2)cc1OC	3	-6	1.7	3	1	5	1	-1	5
Cc1nn(-c2ccccc2)c2[nH]c(=O)c(CNc3ccc(N4CCOCC4)cc3)cc12	4	2	1.4	0	14	13	9	3	11
O=C(COS(=O)c1ccccc1)Nc1cc(Cl)ccc1N1CCOCC1 (stereo unspecified)	0	0	1.2	4	-1	1	4	-1	3
CCN(CC)c1ccc(CNc2ccc3c(c2)ncn3C(C)(C)C)cc1	6	-3	1.5	12	16	8	8	5	0
CCCCN(C)CCCNC(=O)Cn1c(=O)sc2ccccc21	5	-8	1.1	5	6	4	1	-1	-3
COc1ccc(/C=C/C(=O)NCCSCc2ccco2)cc1	4	-7	1.9	3	7	3	9	-4	1
O=C(c1cccn2c(=O)c3ccc(Cl)cc3nc12)N1CCN(Cc2ccc3c(c2)OCO3)CC1	0	0	-0.9	-3	3	4	0	3	-6
CCc1ccc(NC(=O)CSc2nnc(CNC(=O)c3ccco3)o2)cc1	7	-2	3.4	4	0	-1	1	-4	2
CCOC(=O)/C=C/C(=O)OCC(=O)Nc1ccc(Cl)cn1	2	-6	-2.9	-6	1	2	2	-3	1
Cc1ccc(O)c(NC(=O)COc2cc(C)ccc2C)c1	-3	-8	3.7	3	-4	2	0	1	3
CCOC(=O)c1cc2sc(C)cc2n1CC(=O)N1CCOCC1	2	3	-0.3	1	1	0	-3	-2	-6
O=S(=O)(c1ccc(Cl)cc1)N1CCN=C1SCc1cccc(Cl)c1	0	-6	-0.3	13	2	1	3	-1	8
CCOc1ccc(/C=C/c2nc(C#N)c(NCCCN(C)C)o2)cc1	4	-12	0.7	9	-2	-1	1	-3	-1
CCc1ccc(NC(=O)c2cnc3scc(C)n3c2=O)cc1	63*	-2	-2.8	3	12	7	-8	-3	-3
Nc1cccc2c1C(=O)N(C(=O)c1cccc(S(=O)(=O)N3CCCC3)c1)C2=O	8	-7	-3.9	2	26	30	-1	4	24
Cc1coc2c(C)c3oc(=O)c(CCC(=O)NCCN4CCOCC4)c(C)c3cc12	0	0	3.6	1	11	5	3	1	-5
Cc1nc(N2CCN(c3ccccc3)CC2)[nH]c(=O)c1CCC(C)C	2	0	3.9	3	-1	-1	5	2	3
C#CCOCCOCCOCCNc1nc(N2CCN(C(=O)[C@H](C(C)C)n3cc(CCO)nn3)CC2)nc(N2CCN(C(=O)[C@H](CCCCN)n3cc(CCCC)nn3)CC2)n1	-2	-2	-1.7	1	-2	2	2	3	5
Cc1nc(N)sc1-c1nnc(SCC(=O)Nc2ccccc2C(F)(F)F)n1C	1	2	0.3	2	-3	-3	2	3	-12
COc1cccc(-n2nnnc2SCC(=O)Nc2cccc(C)n2)c1	5	0	3.5	0	6	5	-2	-8	-1
O=C(N/N=C/c1cccnc1)c1cccc(S(=O)(=O)N2CCCC2)c1	11	-3	-1.5	3	-2	-3	1	4	-7
CCOC(=O)c1sc2nc(C)cc(-c3ccccc3)c2c1N	4	-7	-2.7	2	8	6	2	4	2
Cc1csc2ncc(C(=O)NC(C)c3ccccc3)c(=O)n12 (stereo unspecified)	23	8	-0.7	2	4	6	4	-1	3
c1ccc(CN2CCN(CCOCCOc3cccc4ccccc34)CC2)cc1	1	-4	-2.1	5	5	6	5	-1	0
CCCNC(=O)CCn1nc(-c2ccccc2)c2ccccc2c1=O	-1	1	1.2	-1	-6	-1	7	0	4
Cc1ccc(N2C(=O)C3NN=C(C(=O)OCc4ccccc4)C3C2=O)cc1 (stereo unspecified)	1	1	-1.2	4	-5	0	9	4	-3
COc1ccc(C(NC(=O)CNC(C)=O)C(=O)Nc2ccc(C(C)C)cc2)cc1 (stereo unspecified)	3	7	2.0	2	9	-1	2	1	7
CN(Cc1ccccc1)CC(O)COc1ccc(CNCCc2ccncc2)cc1 (stereo unspecified)	2	-4	0.7	0	9	3	4	-5	2
FC(F)(F)c1ccccc1NC(=S)NC1CCN(Cc2ccccc2)CC1	-1	2	2.7	5	13	2	2	1	10
CCc1ccc(N2CC(C(=O)N/N=C/c3cc([N+](=O)[O-])ccc3O)CC2=O)cc1 (stereo unspecified)	13	1	-1.4	.	9	-1	14	-1	4
Cc1ccc2cc(/C=C(\C#N)C(N)=O)c(N3CCCCC3)nc2c1	22	3	?	1	-17	4	6	9	-1
O=C(O)CSCC(=O)Nc1ccc(C(=O)O)cc1	-3	-6	1.2	2	9	8	-3	2	4
CN(C)CCN(C(=O)/C=C/c1cccs1)c1nc2ccc(Br)cc2s1	30	0	-1.2	1	5	7	6	-5	-2
CC1Cc2ccccc2N1S(=O)(=O)c1cnc(Cl)c(Cl)c1 (stereo unspecified)	4	6	1.1	6	1	5	-1	2	2
CC(=O)c1cccc(NC(=O)NCCc2ccc(Cl)cc2)c1	6	-6	-2.0	27*	7	5	-2	-5	1
O=C(Nc1ccc(Cl)cc1)N(Cc1nc2ccccc2c(=O)[nH]1)Cc1cccs1	3	5	-3.2	-3	6	1	6	5	-6
CCOc1ccc(NC(=O)C(C)N2C(=O)c3ccccc3S2(=O)=O)cc1 (stereo unspecified)	-1	1	-4.4	3	1	2	-1	1	-10
CC(/C=C/c1ccco1)=N\NC(=O)c1cccnc1	11	1	-0.2	-1	11	13	4	1	9
Cc1ccc(-c2csc3ncnc(Oc4ccc5c(C)cc(=O)oc5c4)c23)cc1	3	-9	0.8	-1	5	2	2	-18	-3
C=CC[C@H](CC(=O)NCCO)C(=O)N[C@H](COC(=O)[C@@H](CC=C)Cc1ccc(F)cc1)c1ccccc1	0	.	.	25*	.	.	5	.	0
C=CCc1ccc(OCC(O)CN2CCN(Cc3ccccc3)CC2)c(OC)c1 (stereo unspecified)	2	2	1.0	1	4	4	1	-2	5
CCN(C(=O)Cc1nc(N)n[nH]1)C1(C(=O)Nc2ccccc2)CCCCC1	1	2	4.3	5	0	5	2	2	-4
O=S(=O)(c1ccccc1C(F)(F)F)N1CCOCC1	0	6	1.0	2	2	-3	0	-4	-11
O=C(NNC(=O)c1cccc(-n2cnnn2)c1)c1ccccc1	3	6	-1.6	3	5	6	7	-2	-6
Cc1ccc(NC(=O)COC(=O)CN2C(=O)c3ccccc3C2=O)cc1	3	1	.	5	-3	3	3	.	5
C=CCc1cccc2cc(C(=O)NC)c(=O)oc12	11	3	0.0	-4	-2	2	3	0	5
Cc1ccc(S(=O)(=O)N/N=C/c2c(F)cccc2Cl)cc1	2	-11	0.8	-1	12	4	-5	1	2
O=C(Cc1cc(=O)[nH][nH]1)N/N=C/c1cccc2ccccc12	4	3	0.4	-2	4	4	17	-1	3
Cc1cc(C)c2c(N=NN3CCOCC3)[nH]nc2n1	15	-3	-2.2	1	4	3	1	1	6
O=C(CC1(CC(=O)N2CCOCC2)CCCC1)Nc1ccccc1	1	1	.	-6	-5	-1	-2	.	-3
CCC1CCCCN1C(=O)C1CC(c2cc(Cl)c(OC)cc2OC)=NO1 (stereo unspecified)	26	4	-0.8	7	1	1	-3	-2	1
CC(=O)C[C@H](O)CC(=O)[C@H]1OC(=O)CCCCCCc2ccccc21	0	.	.	7	.	.	0	.	4
CCN(CC(=O)NCc1cccs1)C(=O)c1ccc(OC)c(S(=O)(=O)N2CCOCC2)c1	-1	-6	1.1	8	-10	-5	1	-2	2
COc1cc(C(=O)Nc2ccc(Nc3ccccc3)cc2)cc(OC)c1OC	1	5	-1.4	2	1	4	15	0	8
CC(C)N1CCc2c(sc(NC(=O)CCc3ccccc3)c2C(N)=O)C1	4	-9	-4.6	5	5	10	0	3	2
CNC(=O)C12CCC(C)(c3nc4cc(C)c(C)cc4nc31)C2(C)C (stereo unspecified)	6	0	0.2	2	9	3	3	5	4

Next part:
SMILES	AHR act	PME-1 inh	MEX-5 binding	PAFAH1B2 inh	MCL1 BIM primary	BCLXL inh	pPAFAH inh	Fam108B inh	GLD-1 TGE inh
CCc1ccc(NC(=O)CN(N=Nc2nonc2C)c2nonc2C)cc1	12	-5	-1.4	4	-2	-3	1	-6	9
Cc1ccc(-c2c(C(=O)N/N=C/c3ccncc3)nnn2-c2nonc2N)cc1	18	7	-1.3	8	10	6	-2	0	0
O=c1cc(N2CCCCC2)c(-c2ccccc2)nn1Cc1ccc(F)cc1	1	2	0.5	21	-6	10	6	-5	6
COc1ccc2nc(C)cc(SCC(=O)N/N=C/c3ccccc3)c2c1	37	-2	-3.6	2	2	2	2	1	3
COc1ccc(C2=NS(=O)(=O)N(C)C(C(=O)N3CCC(C)CC3)=C2)cc1	8	-2	2.9	-1	-1	5	4	6	4
C/C=C(/C)C(=O)Nc1cccc(C2=NOC3(C2)C[C@@H](C(N)=O)N(C(=O)CC)C3)c1 (stereo partly specified)	-3	0	-0.5	5	0	7	2	1	-7
Cc1nnc(NC(=O)CSc2nnc(CNC(=O)c3ccccc3)o2)s1	-2	4	-0.8	-4	12	4	1	0	2
NCCSC1CC(=O)N(c2ccc(Cl)c(Cl)c2)C1=O (stereo unspecified)	6	3	0.6	0	1	3	3	-1	1
COC(=O)c1scc(C)c1NC(=O)c1ccccc1F	3	-3	0.3	1	2	2	9	-2	7
Cc1cccc(NC(=O)C23CCC(C)(C2Br)C3(C)C)c1 (stereo unspecified)	7	1	1.7	6	10	8	4	2	1
CCCC1C(=O)Nc2ccccc2N1C(=O)c1cccc(C)c1 (stereo unspecified)	4	-1	4.2	2	-5	-3	2	2	4
CC(OC(=O)c1cc2c(ccc3ccccc32)oc1=O)c1nc2ccccc2s1 (stereo unspecified)	9	9	-0.9	-1	10	6	3	-8	6
COc1ccc(C(=O)C2CCCN(Cc3ccc4nonc4c3)C2)cc1OC (stereo unspecified)	2	2	2.1	-1	4	7	4	1	5
CCN(CC)CCNC(=O)c1c(C)n(-c2ccccc2)c2cc(Br)c(OC)cc12	1	-18	-0.9	0	3	0	-2	3	6
Cc1cc2n(c1)CCn1c(C)ccc1-2	2	4	0.3	.	99*	78*	0	0	21
O=C(CC1CCCC1)N1CCN(S(=O)(=O)c2ccccc2)CC1	0	-4	.	1	6	6	3	.	-2
COc1ccc(OC)c(NC(=O)C2CCCN(S(=O)(=O)c3cccc4nsnc34)C2)c1 (stereo unspecified)	17	7	2.5	0	-9	-6	-8	-3	-1
S=C(NCc1ccncc1)Nc1ccc(Br)cc1Cl	4	5	1.6	0	14	7	2	0	-2
Nc1c(C(=O)N2CCCCC2)sc(=S)n1-c1ccccc1	-1	-5	-0.8	1	6	7	6	0	-6

2 of the compounds above, in CSV form:
SMILES,AHR act,PME-1 inh,MEX-5 binding,PAFAH1B2 inh,MCL1 BIM primary,BCLXL inh,pPAFAH inh,Fam108B inh,GLD-1 TGE inh
COc1ccc(OC)c(NC(=O)C2CCCN(S(=O)(=O)c3cccc4nsnc34)C2)c1 (stereo unspecified),17,7,2.5,0,-9,-6,-8,-3,-1
S=C(NCc1ccncc1)Nc1ccc(Br)cc1Cl,4,5,1.6,0,14,7,2,0,-2

Not all compounds are listed; count on the stated rates, not on these rows.
